Assay outcomes (PubChem)
PolyA inh: inhibitors of polyadenylation in S. cerevisiae; S. cerevisiae SKY197-pL101 polyadenylation reporter, beta-gal luminescence; efflux-impaired pdr1/pdr3 knockout yeast; score 100 = 6 SD above DMSO; hit rate 0.02% among 300,000; calls only at 12 µM;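 active means lowest replicate activity score at least 50, where 100 means six control SD above control mean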;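 further: yeast exposed to compound for 9 h at 30 °C; higher score means more reporter readthrough which indicates perturbed polyadenylation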
TRPC4 act: opens the mouse TRPC4 cation channel; Q9QUQ5; HEK293 TRPC4beta/mu-opioid, Fluo4 calcium fluorescence; active compounds read high; B-score at 10 µM; hit rate 0.49% among 310,000;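 active means B-score above 5 SD of library B-scores, and initial fluorescence ratio not above library mean plus 5 SD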;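 further: positive B-score marks a calcium rise read as TRPC4 activation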
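Assay system – TRPC4beta and mu-opioid receptor HEK293 stable cells · Measured by – Fluo4 fluorescence, kinetic · Schedule – dye loading 45 min room temperature, 110 s kinetic read · Read-out – B-scored integrated calcium fluorescence ratio · Controls – buffer and maximal DAMGO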
KCNK9 inh: blocks the human KCNK9 two-pore domain potassium channel; HEK293 KCNK9, FluxOR thallium flux fluorescence; active compounds read low; B-score at 10 µM; hit rate 1.2% among 310,000; AID 488922;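 active means ratio B-score over 3 SD below the library mean, with starting fluorescence within 5 SD of its mean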;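 further: negative B-score means less thallium flux so channel inhibition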
Target sequence (Q9NPC2 whole entry, looked up, the tested form may be a part): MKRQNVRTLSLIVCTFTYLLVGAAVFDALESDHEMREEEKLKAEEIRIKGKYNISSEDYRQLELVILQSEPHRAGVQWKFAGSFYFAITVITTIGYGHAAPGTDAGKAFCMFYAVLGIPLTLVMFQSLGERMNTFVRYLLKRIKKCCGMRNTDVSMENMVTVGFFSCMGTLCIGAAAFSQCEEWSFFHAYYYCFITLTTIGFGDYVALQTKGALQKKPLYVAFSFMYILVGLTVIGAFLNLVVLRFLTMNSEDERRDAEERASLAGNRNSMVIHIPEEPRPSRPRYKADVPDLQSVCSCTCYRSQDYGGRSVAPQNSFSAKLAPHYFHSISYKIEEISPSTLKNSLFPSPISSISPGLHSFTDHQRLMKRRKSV
KCNK3 inh: human KCNK3 channel inhibition, primary screen. CHO-KCNK3 thallium flux, FluxOR fluorescence; active compounds read low. B-score at 10 µM. O14649. hit rate 0.84% among 340,000;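 active means B-score under library mean minus 4 SD, starting fluorescence ratio at most library mean plus 5 SD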;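 further: more negative B-score means stronger inhibition of thallium flux through KCNK3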
TRPC4 PAM: allosteric potentiators of mouse TRPC4 channel; Q9QUQ5; HEK293 TRPC4beta/mu-opioid, DAMGO EC20, Fluo-4 Ca2+ flux; active compounds read high; B-score at 10 µM; hit rate 0.42% among 310,000; AID 2227;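 active means B-score of calcium response area above 5 SD of library B-scores, with initial fluorescence ratio within 5 SD of library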;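 further: B-score of integrated fluorescence ratio over time as area under calcium response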
Dyrk1A ADPGlo: Dyrk1A (rat) kinase inhibition; ADP-Glo luminescence, NFATc1 peptide; inhibition, % at 12.5 µM; hit rate 0.43% among 310,000; in the data active means inhibition above about 50%;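 further: plate controls were vehicle with enzyme for no effect and no enzyme for full effect; many of its hits are not listed in these tables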
Platelet DG rel: modulates dense granule release in human platelets; human platelet-rich plasma, SFLLRN dense granule ATP release, luminescence; inhibition, %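 (compounds screened at 7.5 µM in platelet-rich plasma)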; hit rate 0.22% among 300,000; AID 1663;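 active means mean replicate score, as percent of positive control, at or above 50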
TRPC4 inh: inhibitors of mouse TRPC4 channel. HEK293 TRPC4beta/mu-opioid, DAMGO-evoked Fluo4 calcium flux; active compounds read low. AID 2247. B-score at 10 µM. hit rate 0.39% among 300,000;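 active means B-score over 3 SD under the library average, no early fluorescence shift, positive overall ratio signal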
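Assay system: TRPC4beta/mu-opioid receptor HEK293 cell line; compound dosing: single concentration per test compound; detection: Fluo4 Ca2+ flux fluorescence; evaluation: per-well B score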
KCNQ1 act: potentiators or activators of human KCNQ1 potassium channel; P51787; CHO-K1 KCNQ1, thallium flux FluxOR fluorescence; active compounds read high; B-score at 10 µM; hit rate 0.35% among 310,000; AID 2648;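 active means fluorescence ratio B-score, a plate-corrected score, at least three library SD, with initial intensity B-score within 5 SD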
Target sequence (P51787 whole entry, looked up): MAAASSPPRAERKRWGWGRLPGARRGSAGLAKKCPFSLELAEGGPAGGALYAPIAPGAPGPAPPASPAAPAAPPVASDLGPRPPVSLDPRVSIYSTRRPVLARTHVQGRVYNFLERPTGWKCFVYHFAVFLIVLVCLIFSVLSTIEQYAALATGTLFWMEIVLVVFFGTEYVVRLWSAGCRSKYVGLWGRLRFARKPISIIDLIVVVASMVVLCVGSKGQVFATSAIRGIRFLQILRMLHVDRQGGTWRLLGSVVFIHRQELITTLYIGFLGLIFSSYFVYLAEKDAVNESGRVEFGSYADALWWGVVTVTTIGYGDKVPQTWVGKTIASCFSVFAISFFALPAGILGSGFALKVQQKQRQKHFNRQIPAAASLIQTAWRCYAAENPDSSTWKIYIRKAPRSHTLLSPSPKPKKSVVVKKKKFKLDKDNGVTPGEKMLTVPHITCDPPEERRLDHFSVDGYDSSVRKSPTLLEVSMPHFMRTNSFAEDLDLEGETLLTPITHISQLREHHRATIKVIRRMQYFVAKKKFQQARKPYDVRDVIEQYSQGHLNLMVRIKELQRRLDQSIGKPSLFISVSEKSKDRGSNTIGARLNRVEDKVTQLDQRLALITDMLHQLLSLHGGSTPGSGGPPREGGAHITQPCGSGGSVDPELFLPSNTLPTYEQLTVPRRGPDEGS
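Material: CHO-K1 cells stably expressing KCNQ1. Medium: assay buffer for compound exposure, DMSO matched across wells. Reagent: K+/Tl+ depolarizing stimulus. Compound dosing: single-concentration screen. Times: 37 °C overnight plating, 90-min dark dye load, 20-min compound pretreatment. Technique: FluxOR Tl+ flux fluorescence.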
KCNQ1 inh: blocks the human KCNQ1 potassium channel | AID 2642 | CHO-K1 KCNQ1, FluxOR thallium flux fluorescence; active compounds read high | B-score at 10 µM | hit rate 1.3% among 310,000;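 active means compounds whose thallium flux B-score, printed positive for inhibition, exceeds three library SD while starting fluorescence stays within three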;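 further: channel opened by potassium depolarization with thallium stimulus after 20 min compound exposure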
hERG rescue: hERG (human) protection from proarrhythmic block; Q12809; CHO-hERG, FluxOR thallium flux, dofetilide IC70 present; activation (rescue from dofetilide block), less the hit threshold, % at 10 µM; hit rate 0.51% among 310,000; AID 1511;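 active means activation above the mean of controls blocked by dofetilide plus 5 SD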;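 further: thallium influx through hERG after potassium depolarization seen as dye fluorescence rise; in these data hits start at about 4.7%; inactives centre near -7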
Numbers without * were called inactive; i = inactive; / = no result given. Some of the compounds tested; rates above refer to the full screens.

compound | PolyA inh | TRPC4 act | KCNK9 inh | KCNK3 inh | TRPC4 PAM | Dyrk1A ADPGlo | Platelet DG rel | TRPC4 inh | KCNQ1 act | KCNQ1 inh | hERG rescue
Cc1cccc(COCC(Cc2ccccc2)N2CCN(C(=O)c3cccc(Cl)c3)CCC2=O)c1 (stereo unspecified) | i | i | i | i | i | 8 | -2 | i | i | i | -15
CCC(C)[C@H](NC(=O)N1CC(=O)Nc2ccccc21)C(=O)N[C@H](Cc1c[nH]c2ccccc12)C(=O)O (stereo partly specified) | i | i | i | i | i | 0 | 1 | i | i | i | -5
CC(=Nc1ccccc1O)c1sc2ccccc2c1O | i | i | i | i | i | -4 | 5 | i | i | i | -18
CCC(C)c1ccc(OCCCCN2CCOCC2)cc1 (stereo unspecified) | i | i | i | i | i | -6 | 4 | i | i | i | -7
COc1cc(NC(=O)c2ccccc2)c(OC)cc1NC(C)=O | i | i | i | i | i | 2 | -1 | i | i | i | -1
OC(COc1ccc2c(c1)CCC2)Cn1cnc2ccccc21 (stereo unspecified) | i | i | i | i | i | -13 | -5 | i | i | i | -18
CCOc1ccccc1NC(=O)c1ccccc1N(C)S(C)(=O)=O | i | i | i | i | i | 5 | -15 | i | i | i | -5
COc1ccc(C(=O)NC(=S)NCc2ccco2)cc1Br | i | i | i | i | i | -1 | -5 | i | i | i | -9
COc1cccc(CN(C)C(=O)CNC(=O)c2sc3ccccc3c2Cl)c1OC | i | i | i | i | i | 5 | 5 | i | i | i | -14
COc1ccc(C(=O)Cn2nnc(-c3ccccc3NC(=O)C3CC3)n2)cc1 | i | i | i | i | i | 2 | -6 | i | i | i | -6
CCc1cc(=O)oc2cc3occ(C)c3cc12 | i | i | i | i | i | 11 | 2 | i | i | i | 0
CC(C)Cc1nc2sc3c(NCc4ccco4)ncnc3c2c2c1COC(C)(C)C2 | i | i | i | i | i | 0 | -1 | i | i | i | -15
CCOc1cc(NC(=O)Nc2ccccc2)c(OCC)cc1NC(=O)CC | i | i | i | i | i | 1 | -1 | i | i | i | -3
O=C(COC(=O)c1ccc(NS(=O)(=O)c2cccs2)cc1O)NC1CCCCC1 | i | i | i | i | i | -3 | -17 | i | i | i | -15
Cc1ccc(S(=O)(=O)N(CC(O)CN2C(=O)NC(C)(C)C2=O)c2cccc([N+](=O)[O-])c2)cc1 (stereo unspecified) | i | i | i | i | i | -1 | -4 | i | i | i | -10
COc1ccc(NC(=O)N2CCCC2C(=O)Nc2ccccc2F)cc1 (stereo unspecified) | i | i | i | i | i | 2 | -10 | i | i | i | -7
Cn1cccc1/C=C(\C#N)c1ccccc1 | i | i | i | i | i | -7 | 13 | i | i | i | -7
CCOc1ccc(N2C(=O)CC(N(Cc3ccco3)C(C)=O)C2=O)cc1 (stereo unspecified) | i | i | i | i | i | -1 | 0 | i | i | i | -2
O=C(COC(=O)c1cccc(S(=O)(=O)N2CCCC2)c1)NCc1ccccc1 | i | i | i | i | i | -6 | -4 | i | i | i | -6
O=C(CCS(=O)(=O)c1ccc(Br)cc1)NCc1cccs1 | i | i | i | i | i | -8 | 11 | i | i | i | -6

Reprinted at random: three records from the list, in no set order.
compound | PolyA inh | TRPC4 act | KCNK9 inh | KCNK3 inh | TRPC4 PAM | Dyrk1A ADPGlo | Platelet DG rel | TRPC4 inh | KCNQ1 act | KCNQ1 inh | hERG rescue
CCOc1ccc(N2C(=O)CC(N(Cc3ccco3)C(C)=O)C2=O)cc1 (stereo unspecified) | i | i | i | i | i | -1 | 0 | i | i | i | -2
COc1cc(NC(=O)c2ccccc2)c(OC)cc1NC(C)=O | i | i | i | i | i | 2 | -1 | i | i | i | -1
COc1ccc(NC(=O)N2CCCC2C(=O)Nc2ccccc2F)cc1 (stereo unspecified) | i | i | i | i | i | 2 | -10 | i | i | i | -7

The listing continues:
compound | PolyA inh | TRPC4 act | KCNK9 inh | KCNK3 inh | TRPC4 PAM | Dyrk1A ADPGlo | Platelet DG rel | TRPC4 inh | KCNQ1 act | KCNQ1 inh | hERG rescue
CCCc1cc(=O)[nH]c(SCC(=O)c2c(C)[nH]c3ccccc23)n1 | i | i | i | i | i | 9 | 4 | i | i | i | -11
COCCNC(=S)N1CCN(C)CC1 | i | i | i | i | i | -11 | 0 | i | i | i | -2
Cc1cccc(C(=O)Nc2nnc(S(=O)(=O)N3CCOCC3)s2)c1 | i | i | i | i | i | -4 | 0 | i | i | i | -6
CCOC(=O)C1(Cc2ccccc2C)CCCN(C(=O)c2ccnn2C)C1 (stereo unspecified) | i | i | i | i | i | -2 | 3 | i | i | i | -7
Cc1cccc(OCC(O)Cn2c(=N)n(CCN3CCCCC3)c3ccccc32)c1 (stereo unspecified) | i | i | i | i | i | -4 | 4 | i | i | i | -22
C=CCSc1nnc(-c2cccnc2)o1 | i | i | i | i | i | 0 | 13 | i | i | i | -15
CC1CCN(C(=O)COC(=O)c2nn(C)c(=O)c3ccccc23)CC1 | i | i | i | i | i | 7 | 23 | i | i | i | -8
CCc1nc2sc3c(c2c(=O)n1CCO)CCC3 | i | i | i | i | i | -2 | 8 | i | i | i | -7
Cc1ccc(CNS(=O)(=O)c2c(N)n(C)c(=O)n(C)c2=O)cc1 | i | i | i | i | i | 3 | -4 | i | i | i | -6
CCOc1ccc(NC(=O)c2cc3cc4ccc(OC)cc4nc3o2)cc1 | i | i | i | i | i | 9 | 1 | i | i | i | -3
CCOCCCn1c(=N)c(C(N)=S)cc2c(=O)n3cccc(C)c3nc21 | i | i | i | i | i | 6 | 1 | i | i | i | -23
COc1ccc(CCN(C)C2CCCN(C(=O)Cn3cnnn3)C2)cc1OC (stereo unspecified) | i | i | i | i | i | 4 | -28 | i | i | i | -5
CCOc1ccc(NC(=O)C2CCCN(c3c(CC)c(C)nc4ncnn34)C2)cc1 (stereo unspecified) | i | i | i | i | i | 0 | 2 | i | i | i | -4
COc1cccc(/C=N/NC(=O)c2ccc(N(C)S(=O)(=O)c3ccccc3)cc2)c1OC | i | i | i | i | i | -43 | 5 | i | i | i | -13
CC(C)N1CCC(NC(=O)NC2CCCCC2)CC1 | i | i | i | i | i | 0 | -3 | i | i | i | -7
Cc1cc([N+](=O)[O-])ccc1NC(=O)C(C)[n+]1ccccc1 (stereo unspecified) | i | i | i | i | i | -15 | 8 | i | i | i | -7
O=C(Nc1nc2c(Cl)cccc2s1)C1CC1 | i | i | i | i | i | / | -16 | i | i | i | -4
Cc1noc(/C=C/Nc2ccc(F)cc2F)c1[N+](=O)[O-] | i | i | i | i | i | 1 | 20 | i | i | i | -5
Cc1ccc(NC(=O)CN(C)C(=O)c2ccccc2OCc2c(C)noc2C)cc1 | i | i | i | i | i | 6 | -8 | i | i | i | -10
Cc1ccc(CN2CCN(CC3CC4C=CC3C4)CC2)cc1 (stereo unspecified) | i | i | i | i | i | 11 | -4 | i | i | i | -7
Cc1ccc(OCC(=O)N(C)CC(=O)Nc2ccc(N3CCOCC3)cc2)cc1 | i | i | i | i | i | -1 | -6 | i | i | i | -6
O=C(/C=C/c1ccc(-c2ccc(F)cc2)o1)N1CCCC1 | i | i | i | i | i | -1 | 10 | i | i | i | -11
COc1ccc(-c2cc(C(=O)NCc3ccc(Cl)cc3)no2)cc1OC | i | i | i | i | i | 17 | 1 | i | i | i | -8
COc1ccc(Cl)cc1NC(=S)Nc1cccc(C)c1 | i | i | i | -9.4* | i | 4 | 6 | i | i | i | -5
O=C(CSc1ncn[nH]1)Nc1cc(S(=O)(=O)N2CCCC2)ccc1Cl | i | i | i | i | i | -1 | 1 | i | i | i | 3
O=C(O)c1ccc(N=N/C(=N\Nc2ccc(C(=O)O)cc2)c2ccccc2)cc1 | i | i | i | i | i | 23 | 17 | i | i | i | -7
COc1ccc(CC(=O)OCc2cc3ccc(C)cc3[nH]c2=O)cc1 | i | i | i | i | i | -8 | -8 | i | i | i | -2
CCOC(=O)C[n+]1c(C)sc2ccc(OC)cc21 | i | i | i | i | i | -5 | -3 | i | i | i | -1
O=C1CC(c2cccs2)CC2=C1C(c1ccccc1)n1ncnc1N2 (stereo unspecified) | i | i | i | i | i | 9 | 5 | i | i | i | -11
CCO[C@H]1OC(C(=O)NC2CC2)=C[C@@H](c2csc3ccccc23)[C@@H]1CCCO | i | i | i | i | i | 1 | -2 | i | i | i | -12
c1ccc(CSc2nnc3ccc(-c4ccncc4)nn23)nc1 | i | i | i | i | i | 7 | 0 | i | i | i | -10
Cc1ccc2c(c1)C=CC(C)(C)S2=O (stereo unspecified) | i | i | i | i | i | 3 | 13 | i | i | i | -6
CC(=O)Nc1nc(C)nc(-c2ccccc2OC(C)=O)n1 | i | i | i | i | i | 0 | -3 | i | i | i | -7
Cc1ccc(-c2csc3nnc(SCc4csc(C)n4)n23)cc1 | i | i | i | i | i | 3 | -3 | i | i | i | -15
CN(C(=O)COC(=O)/C=C/c1ccc(F)cc1)c1c(N)n(Cc2ccccc2)c(=O)[nH]c1=O | i | i | i | i | i | 8 | 2 | i | i | i | -16
CCCCOc1ccc(C(=O)NNC(=O)C2C3C=CC(C3)C2C(=O)O)cc1 (stereo unspecified) | i | i | i | i | i | 1 | 3 | i | i | i | -11
N#Cc1c(-c2ccco2)cc(-c2ccccn2)nc1N | i | i | i | i | i | 4 | -15 | i | i | i | -10
CCC(C)C(NC(=O)[C@@H](NC(=O)c1ccccc1F)C(C)C)C(=O)OC (stereo partly specified) | i | i | i | i | i | 2 | -2 | i | i | i | -6
O=C(Cc1ccc(Cl)cc1)Nc1cc(Cl)ccn1 | i | i | i | i | i | -7 | 10 | i | i | i | -5
Cc1nc(-c2ccc(S(=O)(=O)Oc3ccc(Cl)cc3Cl)s2)cs1 | i | i | i | i | i | 6 | -9 | i | i | 10* | -27
CC(C)NC(=O)N1CCN(c2ccncc2S(=O)(=O)N2CCOCC2)CC1 | i | i | i | i | i | -3 | 7 | i | i | i | -2
O=C(NCc1cccnc1)c1cccc(F)c1 | i | i | i | i | i | 0 | 1 | i | i | i | -4
Cc1ccccc1NC(=O)C1(C)Cc2ccccc2C(=O)O1 (stereo unspecified) | i | i | i | i | i | 1 | 2 | i | i | i | -14
C/C(=N\N(Cc1ccccc1)c1ccccc1)c1cccnc1 | i | i | i | i | i | 3 | -2 | i | i | i | -3
COc1cc(C(C)=O)ccc1OCC(O)CN1CCN(c2ccc(C)c(C)c2)CC1 (stereo unspecified) | i | i | i | i | i | -5 | 0 | i | i | i | -5
Cc1ccc(NC(=O)Cn2cnc3sc(C(=O)NCCN(C)C)c(C)c3c2=O)cc1Cl | i | i | i | / | i | / | -13 | i | i | i | -15
CCCCCCn1c(C)nc2c(c1=O)c1nc3ccccc3nc1n2/N=C/c1ccco1 | i | i | i | i | i | 2 | -3 | i | i | i | -17
